Screening results as filed in PubChem.
BAZ2B inh: qHTS Assay for Inhibitors of BAZ2B. Bromodomain adjacent to zinc finger domain protein 2B (Homo sapiens), Q9UIF8. AlphaScreen BAZ2B-H3K14Ac peptide displacement. Potency, µM (doses to about 114 µM), for the others: at the highest dose activity change, negative = inhibition, usual class: inhibitors. 360,000 tested, 4.4% active. AID 504333, 2011; also: potency is read from the fitted curve at half-maximal effect; % is scaled to controls: 0 for no effect and ±100 for the full control effect; nearly all actives have a fitted effect of over 60% in size
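Protein-peptide AlphaScreen: BAZ2B 50 nM, b-H3K14Ac 50 nM, 1x PBS pH 7.4 + 0.01% Tween-20. Preincubation 30 min RT; cpd 30 min RT (top 110 uM); beads 20 min RT, light-protected.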
GLS inh: qHTS for Inhibitors of Glutaminase (GLS); Glutaminase kidney isoform, mitochondrial (Homo sapiens), O94925; GLS enzymatic activity, qHTS titration; Potency, µM (highest dose often 45.5 µM), without a hit: top-dose activity change, negative = inhibition, usual class: inhibitors; 410,000 tested, 0.21% active; AID 624170, 2012; also: potency is read from the fitted curve at half-maximal effect; % is scaled to controls: 0 for no effect and ±100 for the full control effect
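hKGA in 45 mM KH2PO4 (pH 8.2), 0.02% Tween-20 with compound, then 1mM L-Glutamine (stock as added) plus glutamate oxidase/HRP/Amplex red coupling mix. Fluorescence read initially and after 30 min at RT; signal change reflects glutamate formation.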
HP1b chromo inh: HTS for Inhibitors of HP1-beta Chromodomain Interactions with Methylated Histone Tails | 390,000 tested, 0.56% active | AlphaScreen HP1-beta / biotin-H3K9me3 peptide binding | AID 540317, 2011 | Chromobox protein homolog 1 (Homo sapiens), P83916 | Potency, µM (titrated, usually from 114 µM), inactives show at the highest dose activity change, negative = inhibition, hits mostly inhibitors; also: potency is read from the fitted curve at half-maximal effect; nearly all actives have a fitted effect of over 70% in size; inactives centre near 23
Target sequence (P83916 whole entry, looked up): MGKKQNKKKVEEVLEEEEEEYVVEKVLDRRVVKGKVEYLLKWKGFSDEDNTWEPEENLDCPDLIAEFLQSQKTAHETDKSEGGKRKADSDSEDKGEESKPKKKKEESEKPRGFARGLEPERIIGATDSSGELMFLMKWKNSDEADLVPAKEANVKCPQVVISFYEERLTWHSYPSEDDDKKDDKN
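Compound inhibition of the preformed complex between 50 nM HP1-beta and 50 nM biotinylated H3K9me3 peptide was read by AlphaScreen. Buffer was PBS pH 7.4 with 0.01% Tween-20. Incubations ran 30 min at room temperature, with 10 ug/mL donor/acceptor beads.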
JMJD2A Tudor: qHTS Assay for Inhibitors of JMJD2A-Tudor Domain; AlphaScreen JMJD2A-Tudor / H3K4me3 peptide binding; Lysine-specific demethylase 4A (Homo sapiens), O75164; Potency, µM (top dose mostly 114 µM), for the others: at the highest dose activity change, negative = inhibition, hits mostly inhibitors; 390,000 tested, 4.4% active; also: potency is read from the fitted curve at half-maximal effect; % is scaled to controls: 0 for no effect and ±100 for the full control effect; nearly all actives have a fitted effect of over 50% in size
Pin1 inhibitor: qHTS Assay to Find Inhibitors of Pin1; Peptidyl-prolyl cis-trans isomerase NIMA-interacting 1 (Homo sapiens), Q13526; Pin1 FP peptide displacement, HiFluor488, 10 min; Potency, µM (highest dose often 115 µM), without a hit: at the top dose activity, negative = inhibition, most hits filed as inhibitors; 390,000 tested, 0.009% active; AID 504891, 2011; active = well fitted inhibition curve with a large enough effect in the polarisation, with a control signal flat, not every such curve was filed as active; inconclusive = small, poorly fitted or top-dose-only effect, or effect the other way, or a change in a side signal; inactive = no such curve, though single readings can be large or run the other way; the % refers to the polarisation; also: potency is read from the fitted curve at half-maximal effect; % is scaled to controls: 0 for no effect and ±100 for the full control effect
PI4K2A inh: qHTS for small molecular inhibitors of PI4K2A. Phosphatidylinositol 4-kinase type 2-alpha (Homo sapiens), Q9BTU6. purified PI4K2A, ADP-Glo luminescence, 1 h; stronger effect = lower value. activity change, negative = inhibition, % at 76.9 µM. 420,000 tested, 0.13% active; in the data active = activity change below about -50%; inconclusive = mostly about -30% to -49%;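 also: -100% = wells without enzyme as full effect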
Target sequence (Q9BTU6 whole entry, looked up): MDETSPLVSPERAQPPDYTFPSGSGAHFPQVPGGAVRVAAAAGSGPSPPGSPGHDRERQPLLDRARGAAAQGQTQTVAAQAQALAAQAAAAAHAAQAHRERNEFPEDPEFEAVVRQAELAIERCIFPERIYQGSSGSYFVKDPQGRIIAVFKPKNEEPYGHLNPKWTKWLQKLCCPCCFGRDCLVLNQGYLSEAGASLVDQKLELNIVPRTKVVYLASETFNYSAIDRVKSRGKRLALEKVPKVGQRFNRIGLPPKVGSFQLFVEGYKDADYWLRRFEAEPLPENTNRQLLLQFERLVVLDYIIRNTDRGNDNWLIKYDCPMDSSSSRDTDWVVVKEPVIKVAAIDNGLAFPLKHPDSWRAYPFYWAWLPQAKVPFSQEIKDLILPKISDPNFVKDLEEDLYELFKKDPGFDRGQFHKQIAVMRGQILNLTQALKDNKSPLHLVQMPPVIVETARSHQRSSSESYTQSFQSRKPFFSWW
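PI4K2A activity was measured by ADP-Glo luminescence: enzyme (4 ug/mL stock) and phosphatidylinositol (1.2 mM stock) in Tris pH 7.5/MgCl2/EGTA/Triton X-100 buffer were reacted with ATP (300 microM stock) for one hour at ambient temperature.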
G9a inh: qHTS Assay for Inhibitors of Histone Lysine Methyltransferase G9a; G9a H3K9 monomethylation, AlphaScreen, 2 h; Potency, µM (doses to about 102 µM), for the others: at the top dose activity, negative = inhibition, actives largely listed as inhibitors; 350,000 tested, 8.8% active; AID 504332, 2011; also: potency is read from the fitted curve at half-maximal effect; % is scaled to controls: 0 for no effect and ±100 for the full control effect; nearly all actives have a fitted effect of over 75% in size
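AlphaScreen detection with an anti-monomethyl H3K9 antibody quantified product after a 2 h room-temperature reaction containing 500 nM biotinylated H3K9 peptide, 20 µM SAM and 20 nM enzyme, which had been preincubated 15 min with compound.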
Tb PGK inh: qHTS Assay to Find Inhibitors of Phosphoglycerate Kinase | Phosphoglycerate kinase, glycosomal (Trypanosoma brucei brucei), P07378 | PGK/GAPDH coupled, Kinase-Glo luminescence, 60 min | Potency, µM (highest dose often 57.5 µM), without a hit: at the top dose activity change, negative = inhibition, actives largely listed as inhibitors | 380,000 tested, 0.043% active | AID 602233, 2012; also: potency is read from the fitted curve at half-maximal effect; % is scaled to controls: 0 for no effect and ±100 for the full control effect; nearly all actives have a fitted effect of over 60% in size
Target sequence (P07378 whole entry, looked up): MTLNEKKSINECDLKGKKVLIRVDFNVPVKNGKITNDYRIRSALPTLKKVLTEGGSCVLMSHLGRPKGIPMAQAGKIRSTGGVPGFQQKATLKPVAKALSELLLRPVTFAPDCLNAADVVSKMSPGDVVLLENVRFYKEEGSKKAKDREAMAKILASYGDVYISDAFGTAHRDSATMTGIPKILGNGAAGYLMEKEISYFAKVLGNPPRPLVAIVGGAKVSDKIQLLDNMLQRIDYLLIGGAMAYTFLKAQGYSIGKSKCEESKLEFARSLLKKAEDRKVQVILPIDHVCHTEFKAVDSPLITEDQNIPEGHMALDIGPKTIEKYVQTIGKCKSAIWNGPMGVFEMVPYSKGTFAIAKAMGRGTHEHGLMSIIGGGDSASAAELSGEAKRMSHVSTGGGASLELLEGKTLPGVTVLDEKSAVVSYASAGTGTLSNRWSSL
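Luminescent ATP detection (Kinase-Glo Plus) follows a 60-minute room-temperature incubation, with wells lacking PGK as controls. Buffer: 100 mM TEA (pH 7.6), 5 mM MgCl2, 0.01% Tween-20. Coupling enzyme GAPDH (100 nM final) supplies unstable 1,3-BPG in-well.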
POLH inh: qHTS for Inhibitors of Polymerase Eta; 390,000 tested, 1.2% active; recombinant Pol eta, fluorescent DNA replication assay; AID 588591, 2011; Potency, µM (series often up to 114 µM), for inactives: at the highest dose activity change, negative = inhibition, hits mostly inhibitors; also: potency is read from the fitted curve at half-maximal effect; % is scaled to controls: 0 for no effect and ±100 for the full control effect
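Pol eta (10 nM) was preincubated with compounds for 15 min at room temperature, after which fluorescent replication substrate (50 nM final) was added to start the reaction. Fluorescence was read kinetically at 0 and 10 min.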
* hit, by the source's call; i = inactive; ? = inconclusive; . = no result given; & = joins results of further samples; [ ] = dose if it differs, or a comment. Unless noted, calls follow the shape of the dose curve; as a rule, active = well fitted curve in the direction sought with a large enough effect; inconclusive = small, poorly fitted or top-dose-only effect, or another doubt; inactive = no such curve, though single readings can be large; an effect the other way counts as inactive or inconclusive. An excerpt; the hit share may differ from the screen's.

1. O=C(CCCn1c(=S)[nH]c2ccccc2c1=O)NCc1ccco1
2. COc1ccccc1-c1nnc(NC(=O)C(C)Sc2nncn2C)s1 (stereo not given)
3. Cc1ccc(C(=O)NCC(c2cccs2)S(=O)(=O)c2ccccc2)cc1C (stereo not given)
4. COc1ccc(CNC(=O)c2ccc(Cn3cc(Br)cn3)o2)cc1
5. O=C(CSc1ccc(F)cc1)NC(=O)NCc1ccccc1
6. CCN(CC)C(=O)C1CC(=O)N(c2ccc(OC)cc2)C1c1ccc(OC)cc1 (stereo not given)
7. O=C(COc1ccc2c3c(c(=O)oc2c1)CCC3)NCCCN1CCCC1=O
8. O=C(COc1ccc(S(=O)(=O)N2CCCC2)cc1)NCC1CCCO1 (stereo not given)
entry no.,1,2,3,4,5,6,7,8
BAZ2B inh,-3%,.,-11%,-22%,-9%,54%[activator][57.1 µM],-6%,-9%
GLS inh,-2%,-5%,6%,0%,3%,10%,-1%,4%
HP1b chromo inh,44%[activator],47%[activator],6%,14%,8%,16%,35%,?
JMJD2A Tudor,-24%,-11%,-18%,-2%,-19%,-8%,?,-6%
Pin1 inhibitor,1%,15%,?,3%,-8%,2%,-6%,-5%
PI4K2A inh,-1,-2,-6,-1,4,6,-2,5
G9a inh,-44%[59 µM],-35%,11%[59 µM],-6%,9%,5%[59 µM],19%,.
Tb PGK inh,-7%,-7%,-7%,-5%,2%,2%,-6%,9%
POLH inh,8%,-12%,-14%,-4%,-17%,-3%,-16%,-7%

Some of these compounds in order of their number in Pin1 inhibitor, high to low.
1. O=C(CCCn1c(=S)[nH]c2ccccc2c1=O)NCc1ccco1
7. O=C(COc1ccc2c3c(c(=O)oc2c1)CCC3)NCCCN1CCCC1=O
5. O=C(CSc1ccc(F)cc1)NC(=O)NCc1ccccc1
entry no.,1,7,5
BAZ2B inh,-3%,-6%,-9%
GLS inh,-2%,-1%,3%
HP1b chromo inh,44%[activator],35%,8%
JMJD2A Tudor,-24%,?,-19%
Pin1 inhibitor,1%,-6%,-8%
PI4K2A inh,-1,-2,4
G9a inh,-44%[59 µM],19%,9%
Tb PGK inh,-7%,-6%,2%
POLH inh,8%,-16%,-17%

(cont.)
9. O=C(CCC(=O)Nc1cccc2ccccc12)N/N=C/c1ccco1
10. COc1ccc(OCCCC(=O)OCC(=O)NNC(=O)c2ccc([N+](=O)[O-])cc2)cc1
11. Cc1ccc(S(=O)(=O)CC(=O)NCc2ccccc2)cc1
12. C[C@@H](C(=O)N1CCNCC1)n1cc(CCC(=O)O)nn1
13. O=C(/C=C/c1ccc2c(c1)OCO2)NCc1ccco1
14. CCn1nnnc1-c1ccc(OC)c(S(=O)(=O)NCc2ccccc2)c1
15. CCCCC(CC)C(=O)Nc1cc(=O)[nH]c2nc3ccccc3n12 (stereo not given)
16. Cc1ccc(C(=O)OCC(=O)NCc2ccc3c(c2)OCO3)cc1S(=O)(=O)N1CCOCC1
entry no.,9,10,11,12,13,14,15,16
BAZ2B inh,3%,5%,-22%,-11%,?,-4%,1%,.
GLS inh,-4%,20%,-8%,-4%,1%,9%,2%,-9%
HP1b chromo inh,40%[activator],15%,32%,41%[activator],-9%,27%,43%[activator],42%[activator]
JMJD2A Tudor,6%,-16%,-3%,-7%,?,-8%,-6%,-12%
Pin1 inhibitor,-3%,-3%,0%,5%,5%,2%,1%,1%
PI4K2A inh,0,1,3,-6,-5,-1,-2,5
G9a inh,16%,-4%,-46%,-15%[59 µM],?,8%[2.33 µM],16%,.
Tb PGK inh,6%,-5%,-6%,i,-8%,-1%,-1%,-1%
POLH inh,-21%,-17%,-20%,-5%,?,-2%,-1%,-7%

17. C[C@H](CO)N1C[C@H](C)[C@@H](CN(C)Cc2ccncc2)Oc2c(NC(=O)CCCCCC(=O)Nc3ccccc3N)cccc2C1=O
18. Cc1oc2c(C)c3oc(=O)c(CCC(=O)O)c(C)c3cc2c1-c1ccccc1
19. N/C(=N\OC(=O)COc1ccc(Cl)cc1)c1ccc(Cl)cc1
20. Cc1ccc(NC(=O)Cn2cnc3onc(-c4ccc(F)cc4)c3c2=O)c(Cl)c1
21. CCCN(CC(=O)Nc1ccccc1OC)C(=O)c1ccc(S(=O)(=O)NCc2ccco2)cc1
22. CCc1ccc(NC(=O)Nc2ccccc2OCc2cc(=O)n3ccccc3n2)cc1
23. CC(=O)c1ccc(N2CCN(S(=O)(=O)c3c(C)[nH]c(C)c3C(=O)N3CCCC3)CC2)cc1
24. CCCN(CCC)CCCNC(=O)c1cc2cc3ccc(Cl)cc3nc2o1
entry no.,17,18,19,20,21,22,23,24
BAZ2B inh,.,?,-4%,12%[57.1 µM],-17%,4%,-21%,-4%
GLS inh,13%,26%,0%,-1%,13%,-7%,-2%,0%
HP1b chromo inh,25%,3%,31%,23%,17%,8%[57 µM],4%,5%
JMJD2A Tudor,-21%,-28%,-7%,-14%,-12%,-16%,-22%,-8%
Pin1 inhibitor,1%,?,-7%,-2%,2%,-2%,-1%,3%
PI4K2A inh,-2,-5,2,0,0,5,5,31
G9a inh,.,?,28%[59 µM],-3%[59 µM],5%[12.7 µM],7%[59 µM],.,22%
Tb PGK inh,i,-7%,0%,i,-4%,-5%,-2%,-4%
POLH inh,6%,?,0%,0%,0%,-10%,-14%,11%

25. COc1ccc(CCC(C)NCc2cc(OC)cc(OC)c2)cc1 (stereo not given)
26. CC1(C)O[C@@H]2C[C@H]3[C@@H]4CCC5=CC(=O)CC[C@]5(C)[C@@]4(F)[C@@H](O)C[C@]3(C)[C@]2(C(=O)CCl)O1
27. CCC(C)Sc1nc2c(c(=O)[nH]c(=O)n2C)n1CC(O)COc1ccccc1C (stereo not given)
28. OC[C@H]1O[C@H](OCc2ccccc2)[C@H](O[C@@H]2OC[C@@H](O)[C@H](O)[C@H]2O)[C@@H](O)[C@@H]1O
29. Cc1c(C(c2cccc(Br)c2)c2c(C)n(C)n(-c3ccccc3)c2=O)c(=O)n(-c2ccccc2)n1C
30. CN(/N=C/c1cccnc1)c1cnc2ccccc2n1
31. CN1C(=O)[C@H]2[C@@H](C3CC3)N3C(=O)CN(Cc4ccccc4)C(=O)[C@@]3(C)[C@H]2C1=O
32. CC1CCCCC1NC(=O)c1cc(S(=O)(=O)N2CCOCC2)ccc1Cl (stereo not given)
entry no.,25,26,27,28,29,30,31,32
BAZ2B inh,?,7%,9%,-6%,-16%,4%,-3%,.
GLS inh,-5%,-7%,-19%,0%,2%,-23%,2%,5%
HP1b chromo inh,27%,45%[activator],-32%,53%[activator],12%,56%[activator],28%,8%[57 µM]
JMJD2A Tudor,3%,-7%,-19%[57.1 µM],3%,-7%,-3%,-10%,-7%
Pin1 inhibitor,6%,9%,-5%,-4%,-1%,1%,0%,?
PI4K2A inh,3,1&-2,-10,3,-1,2,1,6
G9a inh,-9%,0%[59 µM],5.6µM*,12%[12.7 µM],?,25%,-10%,.
Tb PGK inh,-6%,-10%,-1%,0%,-2%,i,i,1%
POLH inh,-28%,-13%,-1%,-8%,-20%,0%,2%,0%

33. Fc1ccc(N2CCN(c3ncnc4c3nc3n4CCCCC3)CC2)cc1
34. Cc1ccc(S(=O)(=O)OCCC2=CC(=O)CCN2Cc2ccccc2)cc1
35. CC1=CC=CC2=N/C(=N\S(=O)(=O)c3ccc(F)cc3F)c3ccccc3CN12
36. N#Cc1cc(S(=O)(=O)N2CCOCC2)ccc1N1CCOCC1
37. COc1ccc(N=[N+]([O-])c2ccc(OC)cc2)cc1
38. CCN(CC(=O)Nc1c(F)cccc1F)C(=O)CSc1nc(C)cc(C)n1
39. CC(=O)NC1(C(F)(F)F)NC(=O)N(CCc2ccccc2)C1=O (stereo not given)
40. Cc1nc(C)c(-c2csc(Nc3ccc(S(N)(=O)=O)cc3)n2)s1
41. CCOC(=O)/C(=N\Nc1ccccc1Cl)N1CCN(C)CC1
42. CC(C)(O)C#Cc1ccc(CN2CCCC(CNC(=O)c3ccco3)C2)cc1 (stereo not given)
entry no.,33,34,35,36,37,38,39,40,41,42
BAZ2B inh,-5%,.,3%,2%,.,-11%,-4%,-16%,6%,18%
GLS inh,8%,1%,-16%,3%,-26%,1%,-6%,-14%,20%,0%
HP1b chromo inh,23%,90%[activator],75%[activator],37%,?,31%,16%,35%,-14%,9%
JMJD2A Tudor,-23%,-11%,3%,-7%,-18%,-1%,-2%,-15%,-23%,-15%
Pin1 inhibitor,3%,-8%,20%,5%,-12%,-7%,0%,0%,-9%,3%
PI4K2A inh,0,-5,1,-5,-7,4,-5,5,0,1
G9a inh,-31%[59 µM],.,1%,.,.,11%,?,?,-4%,.
Tb PGK inh,8%,-9%,-8%,4%,-4%,i,-9%,i,i,-13%
POLH inh,-13%,-12%,-20%,0%,-6%,-9%,-1%,-11%,-2%,-6%
